CCR6 antagonist: CCR6 receptor antagonists, primary screen, cell-based, CHO-K1, luminescence, beta-arrestin, uHTS; actives 0.49% (n = 340,000); C-C chemokine receptor type 6 (Homo sapiens), P51684; inhibition, % at 20 µM; CHO-K1 CCR6 PathHunter beta-arrestin, CCL20-stimulated;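 active = compounds whose inhibition of the agonist-driven luminescence signal at 20 µM reaches about 50%, limit read from the data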;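 also: cells stimulated with CCL20 at 14 nM final; plate controls were DMSO with CCL20 for no effect and DMSO without agonist for full effect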
Target sequence (P51684 whole entry, looked up): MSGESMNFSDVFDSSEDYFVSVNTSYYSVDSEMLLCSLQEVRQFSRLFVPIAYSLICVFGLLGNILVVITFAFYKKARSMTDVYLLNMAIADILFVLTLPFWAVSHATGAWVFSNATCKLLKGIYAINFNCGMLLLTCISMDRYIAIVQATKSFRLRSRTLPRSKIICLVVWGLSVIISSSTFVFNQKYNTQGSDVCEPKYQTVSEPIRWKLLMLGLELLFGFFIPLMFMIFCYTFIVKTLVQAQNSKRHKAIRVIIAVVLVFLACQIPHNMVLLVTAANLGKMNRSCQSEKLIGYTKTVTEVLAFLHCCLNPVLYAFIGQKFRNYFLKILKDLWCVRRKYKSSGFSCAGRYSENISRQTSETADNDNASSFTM
Mdm2-MdmX inh: inhibitors of human Mdm2-MdmX association, primary screen, cell-based, luminescence, split luciferase, SaOS-2, uHTS; Protein Mdm4 (Homo sapiens) + E3 ubiquitin-protein ligase Mdm2 (Homo sapiens), …; SaOS-2 split-luciferase Mdm2/MdmX complementation; inhibition, % at 8 µM; actives 3% (n = 330,000); AID 485346, 2010;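 active = inhibition of at least 50% at 8 µM in the primary screen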
CXCR6 block: CXCR6 receptor inhibitors, primary screen, cell-based, beta-arrestin, luminescence, CHO-K1 PathHunter, 1536-well. C-X-C chemokine receptor type 6 (Homo sapiens), O00574. inhibition, % at 20 µM. actives 0.36% (n = 360,000). AID 602244, 2012; in the data active = inhibition above about 34%, passing the limit was not always enough;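 also: antagonist mode with CXCL16 agonist at 10 nM final; 0% = 10 nM CXCL16 with DMSO and 100% = unstimulated wells without agonist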
Target sequence (O00574 whole entry, looked up): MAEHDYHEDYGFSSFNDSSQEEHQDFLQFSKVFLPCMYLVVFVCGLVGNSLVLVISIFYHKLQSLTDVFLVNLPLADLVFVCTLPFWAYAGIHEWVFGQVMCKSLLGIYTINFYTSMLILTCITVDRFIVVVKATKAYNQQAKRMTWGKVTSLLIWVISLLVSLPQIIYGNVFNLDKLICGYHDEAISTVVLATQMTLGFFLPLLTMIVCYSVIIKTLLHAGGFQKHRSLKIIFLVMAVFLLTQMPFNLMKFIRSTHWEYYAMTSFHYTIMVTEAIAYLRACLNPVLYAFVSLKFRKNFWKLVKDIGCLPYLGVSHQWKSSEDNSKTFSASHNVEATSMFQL
Gli-Sufu block: Gli-Sufu pathway antagonists, primary screen, luciferase luminescence, Sufu-KO-LIGHT cells, uHTS; actives 0.74% (n = 340,000); AID 588413, 2011; Sufu-KO-LIGHT fibroblasts, Gli luciferase reporter luminescence; inhibition, % at 5 µM;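 active = inhibition above about 55%, limit read from the data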;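 also: 0% = DMSO-treated cells and 100% = wells with medium but no cells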
EBI2 antag: EBI2 receptor antagonists, beta-arrestin recruitment, primary screen, cell-based, luminescence, 7a,25-OHC stimulation, uHTS | actives 0.81% (n = 360,000) | inhibition, % at 5 µM | 7a,25-OHC stimulated | G-protein coupled receptor 183 (Homo sapiens), P32249 | AID 651636, 2012; in the data active = inhibition above about 38%;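 also: enzyme fragment complementation signal reports receptor beta-arrestin coupling in cells; 0% = agonist plus DMSO wells and 100% = wells without agonist; some results beyond the cut were filed as inactive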
Target sequence (P32249 whole entry, looked up, the tested form may be a part): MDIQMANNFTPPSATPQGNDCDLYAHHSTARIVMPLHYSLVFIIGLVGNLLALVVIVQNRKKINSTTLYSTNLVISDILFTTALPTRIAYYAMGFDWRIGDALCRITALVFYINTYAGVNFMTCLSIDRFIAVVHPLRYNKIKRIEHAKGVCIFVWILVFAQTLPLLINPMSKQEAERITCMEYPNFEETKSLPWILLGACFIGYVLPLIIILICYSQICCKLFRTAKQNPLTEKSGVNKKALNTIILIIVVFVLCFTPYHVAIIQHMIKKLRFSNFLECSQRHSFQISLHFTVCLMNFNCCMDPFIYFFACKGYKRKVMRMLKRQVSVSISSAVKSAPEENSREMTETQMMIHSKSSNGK
CHOP UPR activ: activators of apoptotic CHOP UPR arm, primary screen, cell-based, CHO-CHOP luciferase reporter, luminescence, uHTS | activation, % at 10 µM | UPR activation; percent of tunicamycin response over DMSO baseline | AID 449763, 2010 | actives 0.34% (n = 330,000);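 active = at 10 µM dose, activation of 40% or more, normalized to positive control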;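 also: 100% = tunicamycin at 10 µg/mL and 0% = DMSO alone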
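System: CHO CHOP reporter cells. Amount: 500 cells per well. Buffer or medium: F12 medium, 10% FBS. Compound dosing: one dose, 10 µM in 0.5% DMSO. Incubation: 6 h compound exposure at 37 °C after overnight seeding. Technique: Steady-Glo luciferase luminescence. Benchmarks: tunicamycin and DMSO controls.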
UPR XBP1 act: activators of adaptive XBP1 UPR arm, primary screen, cell-based, CHO-XBP1 luciferase reporter, luminescence, uHTS. IRE1-XBP1 UPR activation; percent of tunicamycin response, DMSO as zero. activation, % at 20 µM. actives 0.33% (n = 330,000);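 active = versus positive control, 20 µM dose yields 30% or more activation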;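 also: 100% = tunicamycin at 10 µg/mL and 0% = DMSO only wells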
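Material: IRE1-XBP1 luciferase reporter CHO line / Quantity: one thousand reporter cells per well / Buffer or medium: F12 with 10% serum / Compound: 20 µM single concentration, DMSO 1% / Times: 6 h treatment, 37 °C / Detection: Steady-Glo luciferase glow luminescence, 10 min after reagent addition / Benchmarks: tunicamycin high, DMSO low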
697 NFkB inh: inhibitors of PMA/ionomycin-induced NF-kB reporter, 697 cells, primary screen, B-cell NF-kB inhibitor project, cell-based, luminescence, uHTS | actives 0.33% (n = 330,000) | 697 B-cell NF-kB luciferase reporter, 16 h | inhibition, % at 4 µM; in the data active = inhibition above about 35%
Jurkat NFkB inh: inhibitors of induced NF-kB luciferase reporter, primary screen, TCR NF-kB activation inhibitor project, cell-based, luminescence, uHTS. Jurkat, PMA/ionomycin-induced NF-kB luciferase reporter. inhibition, % at 4 µM. actives 0.53% (n = 330,000). AID 435003, 2010; in the data active = inhibition above about 50%
* = called active by the depositor; x = no result given.

SMILES | CCR6 antagonist | Mdm2-MdmX inh | CXCR6 block | Gli-Sufu block | EBI2 antag | CHOP UPR activ | UPR XBP1 act | 697 NFkB inh | Jurkat NFkB inh
CCOC(=O)N1CCN(S(=O)(=O)Cc2ccccc2)CC1 | 12 | 4 | -10 | 5 | 2 | -0.4 | -1 | 20 | -7
CCOC(=O)c1nn(C)c(C)c1Cl | -22 | 16 | -6 | -3 | -15 | 2.1 | 1 | 16 | 2
COc1ccccc1-c1nc(SCC(=O)NCc2ccco2)c2c(=O)n(C)c(=O)n(C)c2n1 | 20 | 22 | 4 | 19 | 5 | 1.2 | -7 | -6 | -23
COc1ccc(C2C(=O)N(C3CCCCC3)CC(=O)N2CC2COc3ccccc3O2)cc1 (stereo unspecified) | -15 | -27 | 3 | 10 | 2 | -0.6 | -3 | -8 | 0
CCCCn1c(N)c(N(CC(C)C)C(=O)c2cc(Br)c(Br)s2)c(=O)[nH]c1=O | 12 | x | 4 | -2 | 11 | x | x | x | x
CCOC(=O)C1=CC[C@@H](c2cc(OC)c(OC)c(OC)c2)N(S(=O)(=O)c2ccc(C)cc2)[C@H]1C(=O)OCC | -1 | 11 | 5 | -5 | 11 | -0.6 | 0 | 1 | 7
CC1(C)CC(=O)/C(=C(/O)CCCN2C(=O)c3ccccc3C2=O)C(=NC(C)(C)C)C1 | -2 | 13 | -8 | 3 | 9 | -0.1 | -3 | -4 | -27
CCOC(=O)CSc1nc(-c2ccccc2)cc(C(F)(F)F)n1 | 4 | 10 | -2 | 3 | -4 | -1.9 | -3 | 6 | -10
Cc1cc(C)n(C(C)n2nc(C)cc2C)n1 | -6 | 4 | -5 | 2 | 0 | 2.9 | 2 | -24 | -18
COc1ccc(-n2nnnc2SCC(=O)NC(=O)Nc2ccc3c(c2)OCCO3)cc1 | -9 | -45 | 8 | 1 | 1 | 1.7 | -2 | -12 | -30
CN(C(=O)CSc1ccccc1C(=O)O)C1CCCCC1 | 0 | 9 | -2 | 8 | -1 | -0.9 | 0 | 11 | -12
CCc1nn(CC(=O)N2CCN(Cc3ccc4c(c3)OCO4)CC2)c(=O)c2cc3occc3n12 | 7 | x | -7 | 24 | -7 | x | x | x | x
C=C1CCN(C(Cc2ccccc2)C(=O)OC)S(=O)(=O)c2ccc(F)cc21 (stereo unspecified) | 10 | -12 | -6 | 7 | -10 | 0.0 | 1 | 9 | 7
Cc1cccc(N2C(=O)CC(N3CCN(c4ccccn4)CC3)C2=O)c1 (stereo unspecified) | -2 | -24 | 9 | -5 | 3 | 1.3 | 2 | -10 | 4
CCOC(=O)C(=CNc1ccc(N2CCOCC2)cc1)C(=O)OCC | -9 | 6 | -6 | -3 | -7 | 2.5 | -1 | 13 | 0
Nc1ccccc1-n1cccc1 | 8 | 10 | -9 | 10 | 2 | -0.1 | 1 | -7 | -7
CC(C)(C)c1ccc(C(=O)NCc2nnc(SCC(=O)NC3CCCC3)o2)cc1 | 5 | 20 | 2 | -12 | 6 | -1.9 | -3 | 13 | 5
CN(C)C(CNc1ncnc2sc3c(c12)CCCC3)c1ccco1 (stereo unspecified) | 4 | 16 | -2 | 15 | 4 | 1.0 | -1 | -15 | 5
Cc1ccc(NC(=O)Nc2c(Cl)cccc2Cl)cn1 | 7 | 35 | 2 | 7 | -5 | -1.0 | -3 | -21 | -12
O=C(c1ccc2c(=O)n(-c3ccccc3)c(=O)[nH]c2c1)N1CCN(c2ccc(F)cc2)CC1 | -14 | 3 | 1 | 4 | -17 | 1.8 | 2 | -13 | -5
Cc1ccc(S(=O)(=O)N2CCCCC2)cc1NC(=O)CSc1nnc(C2CC2)n1N | -22 | 18 | -17 | 8 | -10 | -1.0 | -3 | -6 | -26
CCn1nnnc1SCC(=O)N1CCOCC1 | 6 | 17 | 0 | -3 | -2 | -1.8 | -1 | 8 | -3
COc1ccc(CNC2CCSc3ccccc32)cc1OC (stereo unspecified) | 15 | 30 | -3 | 6 | -9 | -0.8 | 2 | 5 | -2
Cc1ccc(C)c(CN2CCCN(C(=O)Cn3ncc4c3-c3ccccc3OC4)C2)c1 | 6 | -20 | 2 | -2 | 0 | 1.1 | -1 | -24 | 15
CC1CCN(C(=O)CSc2nnc(CSc3ncccn3)n2C)CC1 | -10 | -18 | -5 | 0 | -3 | 0.1 | -1 | 19 | 5
Cc1ccccc1C(=O)NNC(=O)C(=O)N1CCCCC1 | -2 | -13 | -5 | 3 | -33 | -3.1 | -3 | 5 | -3
O=C(c1ccccc1OC(F)F)N1CCN(S(=O)(=O)c2ccc3c(c2)OCCCO3)CC1 | 6 | 24 | -7 | 1 | -10 | -0.5 | -4 | 17 | 4
Nc1nnc(CC2=CCCCC2)s1 | -13 | 15 | 4 | -2 | -12 | -0.9 | 2 | 12 | 0
O=C(NCCO)c1ccc(-c2nnc(N3CCOCC3)c3ccccc23)cc1 | -6 | 25 | 1 | 2 | -12 | 1.1 | -2 | 10 | 2
O=C(CCC1CCN(Cc2ccccc2Cl)CC1)NC1CC1 | 7 | 10 | -5 | -9 | 2 | 0.9 | -1 | 5 | -5
CCOC(=O)c1ccc(NC(=O)COc2ccc(CNC3CCCCC3)cc2OC)cc1 | 14 | 12 | -2 | 33 | -6 | 0.7 | -2 | -8 | 5
Nc1c(C(=O)Nc2ccc(Cl)cc2)sc2nc(N3CCOCC3)c3c(c12)CCCC3 | 2 | 19 | 2 | 22 | -1 | 9.6 | -1 | 5 | 6
Cc1ccc(C(=O)Nc2nnc(C3=COCCO3)o2)cc1C | 19 | 3 | 2 | -16 | 0 | 2.4 | 0 | 10 | 9
COc1ccccc1CC1CC(=O)N(c2ccccc2)C1=O (stereo unspecified) | 10 | 13 | 0 | -1 | -5 | 0.3 | -3 | -11 | -9
Cc1cc(SC(C)C(=O)NCC(=O)Nc2ccc(F)c(F)c2F)nc2ccccc12 (stereo unspecified) | -6 | 45 | -1 | 2 | 6 | 4.0 | 0 | -7 | -7
COC(=O)CC(N)c1ccc(OC)c2ccccc12 (stereo unspecified) | -2 | 25 | 4 | 3 | 0 | 0.6 | -3 | 17 | 5
CCOc1ccc(N/C(SC)=C(/C#N)C(N)=O)cc1 | -5 | -6 | -2 | 5 | 7 | -0.4 | 0 | 2 | 17
CC1=CN2C(=N)/C(=C/c3ccco3)C(=O)N=C2S1 | 15 | -134 | 22 | -65 | 1 | -3.1 | 1 | -152 | -115
COc1ccc(S(=O)(=O)N2CCN(C(=O)c3cc(C)oc3C)CC2)cc1OC | -3 | 8 | 2 | -6 | 1 | -0.9 | -1 | 10 | 5
C=CCNCC(=O)Nc1ccccc1SCC(=O)Nc1ccsc1C(=O)OC | 20 | 5 | 4 | 9 | 0 | -1.2 | 3 | -11 | -9
O=C(CSc1nnnn1Cc1ccccc1)Nc1cccc(F)c1 | 5 | 12 | 2 | -11 | 14 | 1.5 | 0 | 15 | 2
Cc1c(NC(=O)CS(=O)(=O)c2ccccc2)c(=O)n(-c2ccccc2)n1C | 6 | -33 | -4 | 5 | -9 | -1.6 | -1 | 15 | 0
COc1ccccc1OCC(=O)N1CCCCCCC1 | 13 | 8 | 10 | 6 | 1 | 5.9 | -2 | -5 | 9
C=CCOc1ccc(/C=N/NC(=O)CN2CCOCC2)cc1OCC | -2 | 42 | -8 | 0 | 12 | -0.7 | -3 | -24 | -9
COc1ccc(Br)cc1CN1CCCCCC1 | -2 | 8 | 8 | -17 | -6 | -0.3 | -1 | 14 | -4
Cc1sc2ncn(CC(=O)N3CCCC(C)C3)c(=O)c2c1S(=O)(=O)N1CCCCC1 (stereo unspecified) | 10 | -14 | 0 | 33 | -5 | -1.7 | -5 | 13 | 9
CN1C/C(=C/c2cccs2)C(=O)/C(=C\c2cccs2)C1 | 26 | 21 | 6 | 2 | 8 | 0.6 | -4 | -2 | -1
Cc1ccn2cc(C(=O)N3CCCC(Nc4ccc(F)cc4)C3)nc2c1 (stereo unspecified) | 4 | 28 | -10 | -8 | -15 | 2.9 | -4 | -27 | 1
O=C(Nc1cccc([N+](=O)[O-])c1)c1ccccc1 | 11 | -15 | 8 | -1 | -1 | 3.2 | 5 | 5 | 1
CC(C)Cn1c(-c2cc(Br)ccc2F)nc2c1c(=O)[nH]c(=O)n2CC(C)C | 20 | 8 | 4 | 13 | 17 | 0.8 | 0 | -12 | -9

Compounds above containing an NH in an aromatic ring (three):
SMILES | CCR6 antagonist | Mdm2-MdmX inh | CXCR6 block | Gli-Sufu block | EBI2 antag | CHOP UPR activ | UPR XBP1 act | 697 NFkB inh | Jurkat NFkB inh
CCCCn1c(N)c(N(CC(C)C)C(=O)c2cc(Br)c(Br)s2)c(=O)[nH]c1=O | 12 | x | 4 | -2 | 11 | x | x | x | x
O=C(c1ccc2c(=O)n(-c3ccccc3)c(=O)[nH]c2c1)N1CCN(c2ccc(F)cc2)CC1 | -14 | 3 | 1 | 4 | -17 | 1.8 | 2 | -13 | -5
CC(C)Cn1c(-c2cc(Br)ccc2F)nc2c1c(=O)[nH]c(=O)n2CC(C)C | 20 | 8 | 4 | 13 | 17 | 0.8 | 0 | -12 | -9

Next part.
SMILES | CCR6 antagonist | Mdm2-MdmX inh | CXCR6 block | Gli-Sufu block | EBI2 antag | CHOP UPR activ | UPR XBP1 act | 697 NFkB inh | Jurkat NFkB inh
O=C(O)CCC(=O)NNC(=O)c1ccc(Br)cc1 | -4 | 16 | -3 | -7 | -2 | -0.5 | -2 | 7 | -25
CCN(CCn1cccn1)C(=O)CCc1nnc(C2(c3ccc(Cl)cc3)CCC2)o1 | 6 | -26 | -14 | -8 | -4 | 4.4 | 3 | -78 | -35
CCCCC1(C)NC(=O)N(CC(=O)Nc2ccc(S(=O)(=O)N3CCOCC3)cc2)C1=O (stereo unspecified) | -2 | 8 | -11 | 5 | -1 | 0.6 | 2 | 1 | 4
Cc1ccc(OCCNC(=O)c2cccc(S(=O)(=O)N3CCN(C)CC3)c2)cc1 | 13 | 31 | -4 | -11 | 10 | 2.3 | -1 | 3 | -17
O=C(c1sc2ccccc2c1Cl)N(Cc1ccco1)C1CCS(=O)(=O)C1 (stereo unspecified) | -5 | 26 | -1 | 7 | -1 | 0.6 | -1 | 14 | 7
COc1ccccc1OCCn1cc(/C=N/n2cnnc2)c2ccccc21 | 11 | 1 | 7 | 5 | 3 | 0.7 | 1 | -31 | -49
CCc1cccc2c(C#N)cn(CC(=O)NCc3ccco3)c12 | 5 | 2 | -5 | -1 | -2 | 3.9 | -3 | -27 | -1
O=C(NCc1ccccn1)c1ccc(Cl)c(S(=O)(=O)Nc2ccccc2C(=O)NCc2ccccn2)c1 | 21 | -4 | 0 | 18 | 4 | 1.4 | -1 | -10 | 0
C=CCNC(=S)N/N=C(\C)c1ccc(OC)cc1 | 12 | -28 | 7 | 1 | -6 | 1.4 | 4 | -30 | -12

Screens from PubChem BioAssay.
